Compound activity as filed in PubChem.
CR mimetic SO: lowers age-related superoxide in aged yeast cells. S. cerevisiae aged cells, superoxide DHE fluorescence; active compounds read low. superoxide response (% of plate mean), % at 10 µM. 0.18% of 330,000 active;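 active = superoxide response under a set limit, about three screen SD below normal, cut at about 65% in these data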;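 note: yeast aged for seven days with compound at 30 °C before DHE staining; 100% = average MFI of all compound-treated wells on the plate with controls excluded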
procasp3 activ: activators of human procaspase-3; P42574; activation, % at 8.5 µM; recombinant procaspase-3 D3A, Ac-DEVD-pNA absorbance 405 nm; 0.11% of 330,000 active;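 active = activation above the mean of all tested compounds plus 3 SD, cut at about 21% in these data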;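 note: 0% = DMSO alone and 100% = DMSO wells spiked with extra 5 µM PC-3 D3A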
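material = Procaspase-3 D3A mutant | probe or stimulus = Ac-DEVD-pNA | compound = single dose, 8.5 µM nominal compound, 0.8% DMSO | timing = 1 h preincubation, 2 h reaction | measured by = 405 nm absorbance of p-nitroaniline, reads at 0 and 120 min | benchmarks = DMSO-only low control, 5 µM PC-3 D3A high control | repeats = singlicate, each compound tested once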
proCasp7 act: activates human procaspase-7, counter-screen for procaspase-3 activators; P55210; recombinant procaspase-7, Ac-DEVD-pNA absorbance 405 nm; D23A/D198A/D206A triple mutant, cannot self-cleave; scale: DMSO 0, 5 µM enzyme 100; AID 463210; activation, % at 8.5 µM; 0.093% of 330,000 active;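 active = percent activation above the screen-wide mean plus 3 SD, cut at about 25% in these data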
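signal = Epi-absorbance of released pNA at 405 nm, two timepoints | assay system = Uncleavable procaspase-7 mutant enzyme | reagent = Ac-DEVD-pNA substrate, 400 µM as added | times = 1 h enzyme–compound preincubation and 2 h substrate reaction, both 25 °C | benchmarks = low DMSO alone, high DMSO plus 5 µM PC-7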
MEP2-GFP yeast: yeast TOR pathway MEP2-GFP modulation | S. cerevisiae MEP2-GFP strain, flow cytometry GFP, 3 h; 100% = DMSO control level | GFP response vs DMSO, % at 10 µM | 0.51% of 330,000 active | AID 2016;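 active = GFP response versus DMSO above a set limit, roughly screen mean plus 3 SD, cut at about 180% in these data; inconclusive = fewer than 70 cells counted for a yeast strain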;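 note: median GFP fluorescence of the barcode-gated MEP2-GFP cells per well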
JMJD2C inh: blocks human GASC-1 demethylase activity; Q9H3R0; 0.069% of 330,000 active; GST-JMJD2C(1-420) H3K9me3 demethylation, DELFIA europium; inhibition, % at 2.35 µM;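 active = more than half of a compound's replicate wells show inhibition beyond 50%, single wells judged on their own value; inconclusive = some, but no more than half, of replicates pass 50% inhibition; inactive = no replicate passes 50% inhibition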;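 note: signal counts dimethyl H3K9 product captured on neutravidin plate; 0% = median of DMSO wells and 100% = 0.3 times that DMSO median; strong numbers were not always called active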
RPL19A-GFP yeast: alters RPL19A-GFP fluorescence in TOR pathway yeast screen | S. cerevisiae RPL19A-GFP strain, flow cytometry, 3 h; active compounds read low | 0.3% of 330,000 active | AID 2025 | percent response vs DMSO, % at 10 µM;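 active = percent response vs DMSO below 50%; inconclusive = fewer than 70 events counted for the yeast strain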;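 note: median channel GFP fluorescence of the barcoded RPL19A-GFP strain; ratio of sample median GFP to plate DMSO average so 100% = DMSO; lower means less RPL19A-GFP as with rapamycin TOR inhibition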
AHR activator: human AHR activation | P35869 | AHR-responsive luciferase reporter cells, luminescence | activation, % at 5 µM | 2.5% of 320,000 active; in the data active = activation above about 47%;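 note: 0% = vehicle wells and 100% = reference agonist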
Target sequence (P35869 whole entry, looked up): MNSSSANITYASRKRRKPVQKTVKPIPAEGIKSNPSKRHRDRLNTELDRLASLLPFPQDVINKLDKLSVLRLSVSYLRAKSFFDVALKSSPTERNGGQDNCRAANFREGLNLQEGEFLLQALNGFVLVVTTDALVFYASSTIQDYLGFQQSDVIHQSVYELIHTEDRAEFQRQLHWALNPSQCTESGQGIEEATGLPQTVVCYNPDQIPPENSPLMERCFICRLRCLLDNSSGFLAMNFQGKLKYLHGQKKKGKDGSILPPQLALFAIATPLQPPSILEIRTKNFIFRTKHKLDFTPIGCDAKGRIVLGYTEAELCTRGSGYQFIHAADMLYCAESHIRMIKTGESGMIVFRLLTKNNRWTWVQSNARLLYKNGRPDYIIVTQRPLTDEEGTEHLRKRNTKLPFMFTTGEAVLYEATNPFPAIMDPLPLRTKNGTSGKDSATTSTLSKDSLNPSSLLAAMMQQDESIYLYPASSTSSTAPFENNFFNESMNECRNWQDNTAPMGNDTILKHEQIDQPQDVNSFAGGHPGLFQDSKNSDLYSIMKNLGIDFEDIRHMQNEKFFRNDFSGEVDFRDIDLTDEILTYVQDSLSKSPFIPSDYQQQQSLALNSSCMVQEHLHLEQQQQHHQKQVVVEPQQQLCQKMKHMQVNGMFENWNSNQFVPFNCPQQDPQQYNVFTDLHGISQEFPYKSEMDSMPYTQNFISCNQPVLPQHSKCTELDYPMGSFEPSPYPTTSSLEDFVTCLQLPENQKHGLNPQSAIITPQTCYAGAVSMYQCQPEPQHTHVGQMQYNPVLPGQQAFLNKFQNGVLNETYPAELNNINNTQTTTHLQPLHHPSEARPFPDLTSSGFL
LAP4 TOR yeast: yeast TOR pathway LAP4-GFP modulation; 0.34% of 320,000 active; S. cerevisiae LAP4-GFP multiplex, flow cytometry GFP, 3 h; median GFP as percent of DMSO wells; AID 2023; GFP response vs DMSO, % at 10 µM;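 active = GFP response vs DMSO above a set limit, about the screen mean plus 3 SD, cut at about 150% in these data; inconclusive = under 70 cell events counted for the yeast strain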
Active calls of the source: *; ? = inconclusive; nt = not tested or not shown; & = joins results of further samples; [ ] = dose if it differs, or a comment.

SMILES	CR mimetic SO	procasp3 activ	proCasp7 act	MEP2-GFP yeast	JMJD2C inh	RPL19A-GFP yeast	AHR activator	LAP4 TOR yeast
COc1ccc(C(CNC(=O)COc2ccc(F)cc2Br)N2CCCC2)cc1 (stereo not drawn)	97	0	-3	94	3	102	0	92
COc1ccc(-c2nnn(CC(=O)N(CC3CCCO3)C(C(=O)NC(C)(C)C)c3ccco3)n2)cc1OC (stereo not drawn)	97	0	5	110	14	93	4	107
O=C(CSc1nnc(CNC(=O)c2cccc(C(F)(F)F)c2)o1)NC1CCCCC1	94	-1	2	102	2	95	-3	108
COc1ccccc1N1CCN(C(=O)/C=C/c2ccco2)CC1	105	7	-3	107	7	106	4	108
CC(=O)c1c(OC(=O)c2ccccc2Br)ccc2c(C)cc(=O)oc12	79	7	-6	93	7	94	5	83
CCOC(=O)C1CCN(Cc2cnc(Oc3ccc(N)cc3)s2)CC1	97	5	1	102	0	101	-1	88
N#CCNC1CC(=O)N(c2ccc(F)cc2)C1=O (stereo not drawn)	105	0	-9	101	-8	97	-3	90
CC(=O)Nc1ccc(-c2cc(C(=O)O)c3ccccc3n2)cc1	88	-2	2	101	5	94	1	98
Cc1noc2ncnc(N3CCCCC3)c12	114	1	10	98	-3	101	0	117
O=C(CCc1ccccc1)N1CCCC1	95	6	14	97	21	102	0	93
O=C(COC(=O)c1cc2ccccc2cc1O)NC(=O)NCc1ccco1	107	0	8	104	-5	101	1	90
CCCCC(=O)N1CCN(c2nc3ccc(Br)cc3s2)CC1	107	6	5	106	6	98	1	115
O=C(COC(=O)c1cncc(Br)c1)NCCC1=CCCCC1	99	2	0	92	17	93	1	95
CCOc1nc(-c2ccncc2)nc2ccccc12	91	4	-4	83	-25&15	93	114*	102
CC(C)OC(=O)c1ccc(COC(=O)c2cnccn2)cc1	94	2	8	89	0	93	-1	100
NC(=O)c1cc(-c2cccnc2)nc2ccc(Br)cc12	86	9	-7	99	-4	103	-16	89
Nc1ncnc2c1ncn2[C@@H]1O[C@H](CNCc2ccc(-n3cccn3)cc2)[C@@H](O)[C@H]1O	94	4	4	85	-7	84	1	82
Cc1cc2nnc(SC3CCCCN(C(=O)c4ccc(F)cc4)C3=O)n2c2ccccc12 (stereo not drawn)	109	7	2	102	-5	96	4	104
C#CCCOC(=O)N1C2=NC(C(=O)OC)=C(C(=O)OC)[C@@H]3N(CC=C)c4ccccc4[C@]23C[C@H]1C(=O)OC	93	3	-3	89	2	86	3	105
Cc1ccc(C(=O)COC(=O)COc2ccccc2[N+](=O)[O-])s1	88	0	-6	101	-6	98	4	104
COC(=O)c1ccc(NC(=O)CSc2nnc(Cc3cccn3C)n2-c2ccc(F)cc2)cc1	99	-2	-1	114	-14	107	2	90
NC(=O)c1cc(-c2ccccc2)nc2ccc(Br)cc12	74	2	-6	89	-4	94	-7	96
CC1CCc2c(sc3ncnc(SCC(=O)N(C)C4CCS(=O)(=O)C4)c23)C1 (stereo not drawn)	90	4	1	95	0	95	7	101
O=C(c1ccccc1F)N1CCN(Cc2cccc(Cl)c2)CC1	92	0	5	94	-39	99	-2	101
N#Cc1ccccc1S(=O)(=O)N1CCN(CC(=O)NCC2(N3CCOCC3)CCCCC2)CC1	101	6	9	98	1	95	-1	100

Entries shown so far that contain a furan ring, fused or not:
SMILES	CR mimetic SO	procasp3 activ	proCasp7 act	MEP2-GFP yeast	JMJD2C inh	RPL19A-GFP yeast	AHR activator	LAP4 TOR yeast
COc1ccc(-c2nnn(CC(=O)N(CC3CCCO3)C(C(=O)NC(C)(C)C)c3ccco3)n2)cc1OC (stereo not drawn)	97	0	5	110	14	93	4	107
COc1ccccc1N1CCN(C(=O)/C=C/c2ccco2)CC1	105	7	-3	107	7	106	4	108
O=C(COC(=O)c1cc2ccccc2cc1O)NC(=O)NCc1ccco1	107	0	8	104	-5	101	1	90

Additional structures
SMILES	CR mimetic SO	procasp3 activ	proCasp7 act	MEP2-GFP yeast	JMJD2C inh	RPL19A-GFP yeast	AHR activator	LAP4 TOR yeast
O=C(CCN1C(=O)c2ccccc2C1=O)Nc1ccc(-c2nc3ccccc3o2)cc1	113	0	-7	140	5	93	46	108
O=C(CNC(=O)c1ccc(Br)cc1)OCC(=O)c1ccccc1	96	nt	nt	99	-1	102	nt	72
CC(C)C[C@@]12C(=O)N(c3cccc(Br)c3)C(=O)N1[C@H](c1ccc(Cl)cc1)[C@@H]1C(=O)N(C3CCCCC3)C(=O)[C@@H]12	90	1	13	92	3	92	1	121
CC(O)(C#CCN1CCCC1)c1ccccc1 (stereo not drawn)	100	1	-6	102	-1	98	1	96
O=C(Cc1ccccc1Cl)N1CCN(c2ccccn2)CC1	88	-2	7	102	46	100	-3	117
O=C(COc1ccccc1)NCCc1nc2ccccc2[nH]1	82	4	-3	113	5	98	0	nt
Cn1c(=O)oc2cc(S(=O)(=O)N3CCCC3)ccc21	114	3	-1	99	-9	96	1	98
COc1cc([N+](=O)[O-])ccc1-c1ccc(/C=N/NC(N)=O)o1	92	-8	-11	105	-7	100	-6	97
COc1ccccc1NS(=O)(=O)c1cc(NC(=O)c2ccccc2F)ccc1N1CCOCC1	92	1	-1	107	-5	98	9	104
CC(=O)N1CCN(S(=O)(=O)c2cccc(C(=O)Nc3ccccc3N3CCOCC3)c2)CC1	102	3	3	104	6	94	3	94
NC1=NC(=O)C(CC(=O)Nc2ccc3c(c2)OCO3)S1 (stereo not drawn)	105	-11	2	110	-26	102	17	91
CN(C)C1CCN(C(=O)c2cccc(OC3CCN(S(=O)(=O)N(C)C)CC3)c2)C1 (stereo not drawn)	102	nt	nt	97	4	104	nt	65
COC(=O)C(O)(CC(=O)Nc1ccc(Cl)cc1Cl)C(F)(F)F (stereo not drawn)	82	3	5	95	-6	98	0	92
Cc1ccc(S(=O)(=O)C(C#N)c2nc3ccccc3nc2OC(C)C)cc1 (stereo not drawn)	94	1	-3	99	-9	97	6	90
O=C(CN1CCN(Cc2ccccc2Cl)C1=O)NCc1cccnc1	102	1	6	102	7	85	-1	111
CN(Cc1ccc(F)cc1)C(=O)c1ccc2c(c1)NC(=O)CS2	86	4	7	106	1	97	2	111
O=C(C1COc2ccccc2O1)N1CCN(c2ccc([N+](=O)[O-])cc2)CC1 (stereo not drawn)	87	-10	-12	101	-3	103	-3	105
COC(=O)Cc1cc(=O)[nH]c(/N=C(\N)Nc2ccc(C)cc2)n1	116	3	-1	97	-1	97	18	89
Cc1[nH]n(C2=NCCS2)c(=O)c1N=Nc1ccccc1	80	1	-14	98	2	100	6	81
CC(=O)Nc1ccc(NC(=O)CNC(=O)c2cccc(C)c2)cc1	113	3	-3	104	-8	103	-3	99
Cc1c(OCC(=O)N[C@@H](Cc2c[nH]c3ccccc23)C(=O)O)ccc2c1oc(=O)c1ccccc12	96	-1	7	107	nt	98	5	101
COCCCN(C(=S)NC(=O)C12CC3CC(CC(C3)C1)C2)c1c(N)n(Cc2ccccc2)c(=O)[nH]c1=O	94	3	-13	101	-12	96	2	95
CC(=O)Cc1nsc(NC(=O)c2ccc(COc3ccccc3Cl)o2)n1	96	-2	5	103	7	106	0	101
CC(C)CCn1cnc2c1c(=O)n(CC(=O)NC(N)=O)c(=O)n2Cc1ccccc1	101	-6	5	110	-10	100	-5	99
O=C(NCC(c1ccco1)N1CCN(c2ccccc2F)CC1)C(=O)NC1CC1 (stereo not drawn)	102	7	13	96	-8	87	0	86

(list continues)
SMILES	CR mimetic SO	procasp3 activ	proCasp7 act	MEP2-GFP yeast	JMJD2C inh	RPL19A-GFP yeast	AHR activator	LAP4 TOR yeast
O=C(NCc1ccccc1)c1cc(-c2ccco2)on1	116	-1	1	100	7	95	0	120
CN1C(=O)C2(c3ccccc31)N(C)CC(c1ccccc1)C21SC(=S)N(Cc2ccco2)C1=O (stereo not drawn)	95	3	6	100	119	101	0	101
COCCNc1ncnc2c1cnn2Cc1ccc(Cl)cc1	84	-5	8	93	23	89	2	93
O=C(NC1CCCCC1)C1CCN(S(=O)(=O)c2cccc3nsnc23)CC1	99	5	0	98	-7	94	-5	98
Cc1ccc(-n2c(=O)[nH]cc(C(=O)Nc3ccc4c(c3)OCCO4)c2=O)cc1C	116	8	7	104	17&-7	102	13	104
CCN(CC)S(=O)(=O)c1ccc(/C=C/C(=O)OCC(=O)N(C)C)cc1	97	-8	1	105	nt	105	0	95
CCCCN(C(=O)c1ccc(C)c(S(=O)(=O)N2CCOCC2)c1)c1c(N)n(CC(C)C)c(=O)[nH]c1=O	97	5	8	102	-11	97	1	98
O=C(C1CC1)N1CCN(S(=O)(=O)c2ccc3c(c2)OCCO3)CC1	103	-1	16	106	-19	100	55*	105
Clc1cc(Cl)cc(Nc2ncnc(-n3cccc3)n2)c1	85	2	5	99	-6	99	54*	111
CC(=O)NNc1ncnc2c1cnn2-c1ccc(C)cc1	92	6	7	101	-4	102	13	103
COc1ccc(CNC(=O)COC(=O)c2cnccn2)cc1	96	0	17	111	0	113	0	112
CC(=O)c1ccc(NC(=O)c2cc(Cl)nc3ccccc23)cc1	87	2	7	104	-3	104	96*	96
CCN(C(=S)Nc1ccc(OC(F)F)cc1)C1CCCCC1	106	4	-5	103	19	106	2	112
COC(=O)c1c(CSc2cccc(C)c2)noc1C(=O)NCc1ccco1	105	1	-2	100	0	104	-1	109
CCOCCCNC(=O)N[C@@H](Cc1ccccc1)C(=O)OC	87	-2	6	102	6	97	3	92
CN(C)S(=O)(=O)c1cccc2nsnc12	107	4	4	104	5	100	11	106
O=C(O)c1ccccc1C1=Nc2ccc(O)cc2Oc2cc(O)ccc21	85	-2	-2	260*[may fluoresce violet]	44	nt	0	90[may fluoresce violet]
CCOC(=O)C1(Cc2ccc(O)cc2)NC(c2ccco2)C2C(=O)N(c3ccccc3F)C(=O)C21 (stereo not drawn)	104	7	-3	105	-7	102	11	101
O=C(N/N=C/c1ccc[nH]1)c1cc2ccccc2cc1O	96	-10	-7	104	1	107	21	97
C=CCOc1cccc(C2C(C(=O)c3cccs3)=C(O)C(=O)N2Cc2cccnc2)c1 (stereo not drawn)	91	3	-11	120	5	104	2	100
Cc1oc(-c2ccc(Cl)cc2)nc1CN1CCCC(C(=O)NCCCN2CCOCC2)C1 (stereo not drawn)	100	3	-4	91	6	94	7	79
O=C(O)CC(c1ccc(C(F)(F)F)cc1)N1Cc2ccccc2C1=O (stereo not drawn)	98	8	12	100	-20	105	2	91
ClCc1csc(N/N=C/c2cccs2)n1	114	-14	-13	99	27	96	14	120
COc1ccc(C(=O)N/C(=C\c2ccc(OC)c(OC)c2)C(=O)N2CCCCC2)cc1	88	17	13	102	7	107	-1	90
CC(Sc1cccc[n+]1[O-])C(=O)Nc1ccc([N+](=O)[O-])cc1Cl (stereo not drawn)	101	-5	4	?	-8	?	3	?
